HEK293 NOD2/NF-kB: NOD2 signaling inhibitors, cell-based, luminescence, uHTS, HEK293 (AID 1566); HEK293 NOD2/NF-kB luciferase reporter, luminescence; higher % means a stronger effect; inhibition, % at 4 µM, or EC50 in µM where a hit was titrated; hit rate 0.63% among 290,000; further: many of its hits are not listed in these tables
P. falciparum M17LAP: P. falciparum M17LAP inhibitors, primary screen, biochemical, fluorogenic H-Leu-NHMec substrate, 1536-well (AID 1619) | Leucine aminopeptidase (Plasmodium falciparum (isolate 3D7)) | hit rate 0.38% among 220,000 | recombinant M17LAP, H-Leu-NHMec fluorogenic kinetic assay; higher % means a stronger effect | inhibition, % at 30 µM; hits with a dose series show IC50 in µM;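 active means compound inhibiting the enzyme by more than half at any dose during confirmatory dose-response retesting; inconclusive means strong single-dose inhibitors picked by rank but not retested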;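 further: plate controls were full reaction with DMSO carrier for no effect and no enzyme background for full effect; strong numbers were not always called active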
M1AAP inhibition: P. falciparum M1AAP inhibitors, biochemical, fluorogenic H-Leu-NHMec substrate, 1536-well (AID 1445); Aminopeptidase N (Plasmodium falciparum (isolate 3D7)); hit rate 0.42% among 220,000; inhibition, % at 30 µM, or IC50 in µM where a hit was titrated; recombinant M1AAP, H-Leu-NHMec fluorogenic kinetic assay; higher % means a stronger effect;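 active means primary inhibition above the hit cutoff, then over 50% inhibition at one or more dose response concentrations, cut at about 23% in these data, passing the limit was not always enough; inconclusive means conflicting primary data, or primary hits not chosen for dose response; inactive means low primary inhibition, or under 50% at every dose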;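 further: plate controls were DMSO full reaction for no effect and no enzyme background for full effect; strong numbers were not always called active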
XIAP antagonists: XIAP antagonists, biochemical, IAP family, fluorescence polarization (AID 1018); XIAP BIR domain, fluorescence polarization peptide displacement; higher % means a stronger effect; displacement, % at 20 µM, or IC50 in µM where a hit was titrated; hit rate 0.007% among 200,000; in the data active means displacement above about 50%; further: a part of the inactive calls stands beside numbers as strong as those of hits
Hep lipid drop: inhibitors of hepatocyte lipid droplet formation, primary screen, imaging, high-throughput imaging, BODIPY stain; AML12 mouse hepatocytes, oleate lipid droplets; inhibition, % at 6.5 µM; hit rate 0.4% among 240,000;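 active means lipid droplet intensity inhibited by at least 50%, with more than 500 cells counted; inconclusive means wells with under 300 cells, treated as cytotoxic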
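Material – AML12 mouse liver cells · Also added – oleate loading, 100 µM · Compound dosing – 6.5 µM single-point dosing · Times – overnight treatment with compound plus oleate · Measured by – fluorescence imaging, 20x objective, two fields per well · Read-out – percent inhibition of filter-corrected integrated lipid droplet intensity per well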
LYP inhibition: inhibitors of LYP phosphatase, biochemical, fluorescence intensity, uHTS (AID 1779). Tyrosine-protein phosphatase non-receptor type 22 (Homo sapiens). recombinant LYP phosphatase, fluorescence intensity; higher % means a stronger effect. one-dose inhibition, % at 11.5 µM; IC50 in µM for titrated hits. hit rate 0.054% among 290,000;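 further: plate controls were vehicle with enzyme for no effect and no enzyme for full effect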
CSM14.1 death rescue: rescue of cells from ER stress-induced death, primary screen, 384-well, CSM14.1, thapsigargin, ATP luminescence (AID 1222) | CSM14.1 thapsigargin-induced death rescue, ATP luminescence; higher % means a stronger effect | one-dose cellular ATP content (survival), % at 20 µM; EC50 in µM for titrated hits | 190,000 tested, under 10 active;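 active means EC50 below 50 µM in the dose-response confirmation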;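 further: death triggered by thapsigargin at about 15 µM added after 2 h compound pretreatment; cell ATP read after overnight thapsigargin exposure of roughly 18 to 22 hours; normalized against plate controls of thapsigargin alone and 5% DMSO vehicle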
SIAH1 antagonists: Siah-1 peptide-binding antagonists, primary screen, biochemical, fluorescence polarization, rhodamine-plectin, uHTS (AID 1817); displacement, % at 20 µM; hits with a dose series show IC50 in µM; hit rate 0.02% among 290,000; E3 ubiquitin-protein ligase SIAH1 (Homo sapiens); Siah-1 / rhodamine-plectin peptide fluorescence polarization; higher % means a stronger effect;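 active means displacement of at least 50% at 20 µM, with a fluorescence ratio check between 0.3 and a set limit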;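 further: plate controls were Siah plus tracer with DMSO for no effect and tracer alone without Siah for full effect; strong numbers were not always called active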
AID2073: inhibitors of Mint1-CaV2.2 protein interaction, biochemical, HTRF (AID 2073); Voltage-dependent N-type calcium channel subunit alpha-1B (Homo sapiens); HTRF protein-protein interaction, Mint1-CaV2.2; higher % means a stronger effect; inhibition, % at 20 µM, or IC50 in µM where a hit was titrated; hit rate 0.19% among 290,000; in the data active means inhibition mostly above about 51%, no sharp cut-off; inconclusive means no clear call, values can overlap the other calls; inactive means mostly below about 53%; further: some results filed as inactive read as strong as hits
Hep lipid drop cells 6.5 µM: recorded beside Hep lipid drop, whose call it bears; cell count; measured here: cell count, cytotoxicity flag;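 cells counted across two imaged fields per well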
Numbers without * were called inactive; ? = inconclusive; . = no result given. Unless noted, no stated cut-off is given here; in the data, active means inhibition above about 50%; inactive means the rest.

SMILES	HEK293 NOD2/NF-kB	P. falciparum M17LAP	M1AAP inhibition	XIAP antagonists	Hep lipid drop	Hep lipid drop cells 6.5 µM	LYP inhibition	CSM14.1 death rescue	SIAH1 antagonists	AID2073
OCC[C@@H]1C[C@@H](O)[C@H](O)[C@]2(CCCc3ccccc3O2)O1	-1.5%	.	.	.	4.3	777	-13.0%	.	-10.5%	29.8%
CC(NC(=S)NC1CCC(C(C)(C)C)CC1)c1ccccc1 (stereo not drawn)	-5.9%	.	.	.	-3.7	865	-10.4%	.	-4.0%	-0.7%
C/C(N)=C(/C#N)C(=O)COC(=O)CC1CCCC1	-2.4%	.	.	-1.2%	.	.	-14.8%	2.4%	3.8%	-5.8%
COc1ccc(C2CCCN2C(=O)Nc2ccc(Cl)cc2)cc1OC (stereo not drawn)	15.1%	-12.3%	2.8%	-2.2%	.	.	-5.6%	0.4%	0.8%	-0.1%
OC1CCN(CC(O)C(F)(F)F)CC1 (stereo not drawn)	13.7%	2.4%	12.1%	-4.8%	-9.0	613	1.8%	-0.3%	-2.8%	1.8%
CCOc1ccc(N=Cc2c(O)c3ccccc3oc2=O)cc1	7.0%	8.4%	4.2%	-4.8%	6.2	607	-6.9%	-0.5%	19.9%	9.9%
Cc1ccc2cc(CN(CC3CCCO3)S(=O)(=O)c3cccc4nsnc34)c(=O)[nH]c2c1 (stereo not drawn)	17.6%	-1.3%	9.1%	-3.3%	.	.	4.4%	-1.4%	1.4%	9.0%
Cc1ccc(-c2nnn(CC(=O)N(CC3CCCO3)C(C(=O)NCC3CCCO3)c3ccc(F)cc3)n2)o1 (stereo not drawn)	0.1%	-4.7%	7.9%	-2.9%	8.1	756	-7.6%	0.1%	-4.3%	19.8%
COc1cc(/C=C(/C#N)C(=O)NC(C)c2ccccc2)cc(OC)c1O (stereo not drawn)	12.1%	.	.	.	-20.2	840	-3.2%	.	-8.6%	-43.9%
Cc1cc(NC(=O)CSc2nc(C(C)C)nc3sc4c(c23)CCCC4)no1	1.5%	-3.0%	-5.5%	-0.5%	.	.	4.7%	-0.7%	1.7%	42.0%
NC(=O)CC(NC(=O)Cc1cccc2ccccc12)c1ccc(NC2CCCCCCC2)c([N+](=O)[O-])c1 (stereo not drawn)	-30.9%	21.1%	-0.4%	.	.	.	-4.7%	.	-5.0%	7.0%
Cc1ccc(C(=O)/C=C/Nc2ccc([N+](=O)[O-])cc2Br)cc1	-152.8%	18.4%	10.7%	-2.3%	.	.	-8.5%	-3.4%	-6.0%	43.4%
Cc1ccccc1NC(C)C(=O)N/N=C/c1ccccc1OCc1cccc(Br)c1 (stereo not drawn)	7.8%	-0.5%	6.8%	1.0%	.	.	4.9%	-1.0%	-3.7%	6.7%
Cc1ccc2[nH]c(C)c(CC(=O)O)c2c1	-16.0%	12.3%	4.4%	-2.7%	-10.9	762	2.3%	0.5%	-0.3%	-9.0%
COc1ccc([C@H]2C=C(C(=O)O)O[C@@H](OCc3ccc(CO)cc3)C2)cc1	14.0%	-0.7%	3.8%	.	-0.4	692	-5.4%	.	16.0%	3.2%
Cc1cc(C)c(S(=O)(=O)c2ccccc2)c(OC(=O)c2c(F)cccc2Cl)n1	1.4%	1.8%	21.0%	-0.5%	-7.0	817	-2.2%	-1.4%	-1.2%	6.4%
CC1=C(C(=O)Nc2ccccc2)C(c2ccncc2)C(C#N)=C(SCC(=O)NC(C)C)N1 (stereo not drawn)	7.6%	8.2%	3.8%	3.5%	14.2	668	-3.0%	.	-3.4%	-9.1%
COc1ccc(C(=O)c2cc([N+](=O)[O-])ccc2N2CCCC2)cc1	0.6%	1.4%	3.8%	-1.9%	1.2	631	-1.4%	-1.2%	-1.7%	-0.2%
O=C(O)C1=C(C(=O)N2CCN(C(=O)c3ccco3)CC2)CCCC1	9.3%	1.2%	0.7%	-8.5%	.	.	-5.1%	-0.4%	-1.7%	-9.4%
Cc1noc(C)c1COc1ccc(C(=O)N2CCCC(C(F)(F)F)C2)cc1 (stereo not drawn)	4.1%	.	.	.	-3.0	745	-8.4%	.	5.5%	-11.4%
CCOC(=O)c1sc(Nc2nc3cc4c(cc3s2)OCO4)cc1C	5.5%	-6.6%	12.0%	-6.2%	5.7	642	-9.4%	3.7%	-0.5%	2.4%
Cc1cccc(N(C(=O)c2ccco2)C(C(=O)NC2CCCC2)c2cccnc2)c1C (stereo not drawn)	7.5%	.	.	.	-14.3	800	-4.8%	.	-5.0%	-8.9%
CN(C)CCNC(=O)C(=O)c1c(-c2ccccc2)cc2ccccn12	2.8%	-0.7%	0.8%	-6.7%	1.6	694	3.1%	0.9%	3.0%	4.6%
Cn1c(=O)oc2cc(S(=O)(=O)N3CCC(C(=O)N4CC=C(c5ccccc5)CC4)CC3)ccc21	7.5%	9.2%	0.2%	-4.5%	.	.	4.0%	5.8%	-4.1%	12.5%
Cn1c(=O)c(C=Nc2ccccc2)c(O)c2ccccc21	0.6%	5.4%	10.8%	.	0.8	760	-2.6%	.	0.5%	7.4%
O=C(CCc1nnc(CCCCc2ccccc2)o1)NCCN1CCOC1=O	-5.0%	12.9%	4.0%	-10.5%	-7.5	746	-0.5%	-0.8%	2.5%	-3.1%
NNC(=O)COc1ccc(C(F)(F)F)cc1	4.2%	-0.2%	-3.9%	16.4%	-1.3	663	-6.2%	0.7%	-1.8%	-4.4%
COc1ccccc1NC(=O)CSc1nnnn1-c1ccc(F)cc1	4.3%	.	.	.	-9.0	838	-10.3%	.	1.9%	6.6%
O=C(Nc1ccccc1Cl)C1(c2ccccc2)CC1(Cl)Cl (stereo not drawn)	2.9%	-12.1%	-3.0%	0.3%	.	.	-5.0%	-0.4%	9.0%	11.4%
COC(=O)c1cn(C(=O)c2ccc(OC)cc2)c2ccccc12	-1.6%	.	.	.	3.0	824	-5.8%	.	-5.9%	7.8%
CCN1CCN(C(=O)c2cc3cc4cc(OC)ccc4nc3s2)CC1	-6.6%	0.1%	1.9%	6.5%	-1.7	773	-10.4%	-1.3%	-1.3%	2.2%
COc1ccc(C)cc1N(CC(=O)Nc1ccc(S(=O)(=O)N2CCCC2)cc1)S(C)(=O)=O	2.1%	.	.	.	9.6	739	-4.2%	.	12.6%	-7.5%
CCOC(=O)CNC(=O)c1ccc(OCC(F)(F)F)cc1	-24.0%	-0.3%	-1.5%	-6.8%	-17.6	690	-7.8%	.	0.7%	-0.3%
COc1ccc(Nc2nc(C)nc3sc4c(c23)CCC4)cc1O	-15.1%	4.0%	4.4%	-6.8%	11.8	680	-2.0%	0.5%	-2.3%	35.2%
CC(C)(C)NS(=O)(=O)c1ccc(NC(=O)C(Sc2ccccc2)c2ccccc2)cc1 (stereo not drawn)	-3.9%	0.6%	6.2%	-21.6%	.	.	7.5%	-0.4%	3.7%	0.9%
CCOC(=O)N1CCN(C(=O)c2c[nH]c3ccc(S(=O)(=O)N(C)c4cccc(C)c4)cc3c2=O)CC1	-9.5%	.	.	.	14.4	771	-9.2%	.	-1.0%	4.3%
COc1ccc(-n2c(CCc3ccccc3)nnc2SCC(=O)NCc2ccccc2)cc1	13.3%	11.4%	3.3%	-5.1%	2.2	817	-8.2%	-2.9%	-2.6%	-8.6%
COc1ccc(CCN2CC(C(=O)NCCN3CCOC3=O)CCC2=O)cc1 (stereo not drawn)	-0.8%	.	.	.	-0.7	829	-8.4%	.	3.5%	?
COc1cccc(C(=O)Nc2ccccc2F)c1	-31.6%	4.5%	11.7%	-5.8%	1.7	713	-4.6%	-1.0%	5.7%	0.7%
Cc1cccc(OCC(=O)O/N=C(\N)Cc2ccc(Cl)cc2)c1	-23.2%	-1.9%	-6.0%	-2.5%	16.9	724	4.3%	-3.5%	1.7%	-2.8%
COc1ccc(-c2c3c(=O)n(C)c(=O)n(C)c3cn2NC(C)=O)cc1	0.0%	6.0%	9.3%	-8.5%	12.5	800	-8.0%	-1.5%	2.2%	3.7%
Cc1nc(C(=O)Nc2ccccc2)sc1C1(C)CC(c2cccnc2)=NO1 (stereo not drawn)	7.3%	-0.8%	2.1%	.	12.9	682	-3.6%	.	0.6%	6.0%
CCOc1ccc(S(=O)(=O)Nc2ccccc2C(=O)N2CCCC2)cc1	-4.9%	11.8%	7.5%	2.8%	-3.7	740	-5.3%	-0.5%	-5.3%	0.8%
Clc1ccccc1-c1nc2ccccc2[nH]1	-75.8%	-3.5%	5.4%	.	-27.0	677	-10.4%	.	-1.1%	-4.4%
CC(C)[C@H](NC(=O)c1ccccc1)C(=O)OCC(=O)N1CCCc2ccccc21	7.1%	-3.4%	-1.1%	0.0%	16.1	676	-4.7%	-2.9%	-4.9%	2.8%
COC(=O)Cc1ccc(N(Cc2ccccc2F)S(=O)(=O)c2ccc(C)cc2)cc1	8.3%	23.2%	-0.6%	-1.0%	4.8	746	1.5%	2.1%	-5.1%	1.8%
CCc1c(C)nc2ncnn2c1N1CCCC(C(=O)NCc2ccc3c(c2)OCO3)C1 (stereo not drawn)	1.1%	6.2%	1.0%	-1.8%	.	.	-10.4%	0.8%	8.8%	-2.9%
CCOC(=O)CC(NC(=O)CCc1c(C)nc2nc(C)nn2c1C)c1ccc(C)cc1 (stereo not drawn)	-0.9%	1.8%	-3.4%	-6.7%	-11.6	649	-10.3%	-11.1%	-0.9%	12.3%
Cc1ccc(S(=O)(=O)CC(=O)Nc2nc(C(C)(C)C)cs2)cc1	15.6%	.	.	.	22.5	801	-0.4%	.	-1.7%	-2.1%
Cc1cccc(/C=N/c2sc3c(c2C(=O)OC(C)(C)C)CCN(C)C3)c1O	10.1%	6.0%	20.5%	-1.3%	-15.9	587	0.7%	-0.7%	5.5%	-8.4%

Whole records from above. Order of values: HEK293 NOD2/NF-kB	P. falciparum M17LAP	M1AAP inhibition	XIAP antagonists	Hep lipid drop	Hep lipid drop cells 6.5 µM	LYP inhibition	CSM14.1 death rescue	SIAH1 antagonists	AID2073
Cc1cccc(/C=N/c2sc3c(c2C(=O)OC(C)(C)C)CCN(C)C3)c1O is entered as 10.1%	6.0%	20.5%	-1.3%	-15.9	587	0.7%	-0.7%	5.5%	-8.4%
CCOc1ccc(S(=O)(=O)Nc2ccccc2C(=O)N2CCCC2)cc1 is entered as -4.9%	11.8%	7.5%	2.8%	-3.7	740	-5.3%	-0.5%	-5.3%	0.8%

High-throughput results as filed in PubChem.

The list is partial; the hit share may differ from the screen's.
